MC4R ag barr – MC4R agonists recruiting beta-arrestin, primary screen, cell-based, luminescence, agonist arm of biased-ligand search | U2OS MC4R beta-arrestin complementation; percent of melanotan II response, DMSO zero | activation, % at 8.9 µM | 0.98% of 360,000 active;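 active = activation above a per-plate cutoff, the mean activation of sample wells on that plate plus 3 SD, cut at about 8% in these data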
HTR2A ag – mouse Htr2a agonists via beta-arrestin recruitment, primary screen, cell-based, luminescence; 5-hydroxytryptamine receptor 2A (Mus musculus), P35363; CHO-K1 mHTR2A beta-arrestin complementation; percent of 30 µM serotonin response; activation, % at 7.6 µM; 0.66% of 360,000 active; AID 624169, 2012;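 active = activation above a run cutoff, the mean activation of all tested compounds plus 3 SD, cut at about 14% in these data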;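 note: 0% = plate median of compound wells and 100% = 30 µM serotonin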
aDG glyco act – activators of alpha-DG glycosylation, primary screen, uHTS, Pro5-aDG cells, AlphaScreen. activation, % at 10 µM. alpha-DG glycosylation AlphaScreen (IIH6); 0% Pro5, 100% B10-LARGE cell signal. 0.22% of 360,000 active;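 active = activation of at least 8% versus controls, or a plate z-score of at least 8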;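 note: Pro5 are CHO cells carrying HIG-tagged alpha-DG that lacks glycosylation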
CaV13 FRET inh – Disruptors of the CACNA1D IQ motif to Ca2+-dependent inactivation inhibitor domain association, primary screening, Förster resonance energy transfer in intact living …; inhibition, % at 12.3 µM; AID 743397; 0.098% of 340,000 active; HEK cells, CFP/YFP FRET ICDI-IQ, plate reader, 10 min; percent FRET-ratio fall versus neutral wells;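 active = mean replicate inhibition of at least 30% and at least 1% of replicates passing that level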;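 note: 0% = median of the neutral control wells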
H9c2 protect – cardioprotection against H2O2-induced cell death, primary screen, uHTS, H9c2 cells, ATPLite luminescence; H9c2 cardiomyocytes, H2O2 injury protection, 2 h; protection from H2O2 cell death, % at 20 µM; 0.63% of 360,000 active; AID 588492, 2011;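 active = compounds giving at least 50% protection of heart cells from peroxide-induced death in the single-dose screen, raw or plate-pattern-corrected value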;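 note: 0% = DMSO wells with peroxide and 100% = DMSO wells without peroxide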
MC4R antagonist – MC4R antagonists of cAMP signaling, primary screen, cell-based, TR-FRET, antagonist arm of biased-ligand search. Melanocortin receptor 4 (Homo sapiens), P32245. MC4R-expressing cells, MTII-stimulated cAMP, LANCE TR-FRET. inhibition, % at 6.5 µM. 0.48% of 360,000 active. AID 540295, 2011;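 active = inhibition above its plate's cutoff, the mean of tested wells on that plate plus 3 SD, cut at about 29% in these data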;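 note: 0% = Melanotan II alone and 100% = Melanotan II plus saturating MCL0020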
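Assay system: U2OS cells stably expressing human melanocortin 4 receptor (MC4R) / Dosing: 6.5 µM / Timing: compound 30 min, challenge 1 h, detection 1 h / Measured by: Eu-cAMP/anti-cAMP TR-FRET, emission 671 nm / Replicates: singlicate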
PDI inh – inhibitors of human PDI, primary screen, biochemical, turbidity, single point, plate reader; AID 588391, 2011; 0.052% of 350,000 active; inhibition, % at 10 µM; PDI insulin aggregation turbidity, A650, 90 min; Protein disulfide-isomerase (Homo sapiens), P07237;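 active = mean inhibition across replicates of 30% or more, whatever share of single replicates reach that level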;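 note: absorbance from insulin aggregation driven by PDI reduction with DTT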
ABCB6 inh 2 – ABCB6 transporter inhibitors, primary screen, K562-ABCB6 cells, flow cytometry, MLPCN library | 0.19% of 360,000 active | fluorescence ratio to DMSO, % at 10 µM | ATP-binding cassette sub-family B member 6 (Homo sapiens), Q9NP58 | K562-ABCB6 porphyrin accumulation, 1 h; active compounds read low;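 active = fluorescence ratio to DMSO below 75%, the collection mean minus 3 SD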;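 note: signal is porphyrin accumulated inside mitochondria; 100% equals median channel fluorescence of DMSO control wells; lower ratio means ABCB6 inhibition with less porphyrin fluorescence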
Target sequence (Q9NP58 whole entry, looked up): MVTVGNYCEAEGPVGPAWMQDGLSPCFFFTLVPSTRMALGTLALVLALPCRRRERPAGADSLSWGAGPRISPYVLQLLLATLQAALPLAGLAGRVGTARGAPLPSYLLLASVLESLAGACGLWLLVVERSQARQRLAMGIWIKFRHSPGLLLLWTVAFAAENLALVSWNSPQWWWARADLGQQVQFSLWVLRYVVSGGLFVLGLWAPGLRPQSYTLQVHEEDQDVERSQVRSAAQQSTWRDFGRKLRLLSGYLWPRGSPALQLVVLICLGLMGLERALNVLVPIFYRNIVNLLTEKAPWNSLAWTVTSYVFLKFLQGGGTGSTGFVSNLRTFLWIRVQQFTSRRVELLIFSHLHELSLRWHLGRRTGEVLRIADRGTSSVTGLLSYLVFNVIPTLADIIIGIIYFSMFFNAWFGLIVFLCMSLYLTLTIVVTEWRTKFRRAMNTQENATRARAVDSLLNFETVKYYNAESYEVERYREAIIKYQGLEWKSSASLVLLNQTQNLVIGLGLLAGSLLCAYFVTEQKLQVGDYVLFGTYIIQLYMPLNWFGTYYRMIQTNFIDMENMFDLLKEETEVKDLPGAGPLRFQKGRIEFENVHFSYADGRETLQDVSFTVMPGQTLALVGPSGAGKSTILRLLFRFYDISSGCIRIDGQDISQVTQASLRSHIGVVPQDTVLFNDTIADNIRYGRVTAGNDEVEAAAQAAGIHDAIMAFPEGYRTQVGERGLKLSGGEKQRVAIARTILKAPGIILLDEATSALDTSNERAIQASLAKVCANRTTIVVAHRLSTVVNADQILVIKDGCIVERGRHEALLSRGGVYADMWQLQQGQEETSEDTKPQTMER
N-glyco inh – increase of ERlucT glycosylation luciferase signal, primary screen, N-linked glycosylation inhibitor project, D54 ERlucT cells, luminescence, set 2; 0.23% of 360,000 active; reporter increase, % at 12.5 µM; AID 588692, 2011; D54 ERlucT glycosylation luciferase reporter, 24 h; percent of 100 nM tunicamycin response;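 active = mean luciferase reporter signal, scaled so untreated is 0 and the glycosylation-blocking control 100, at or above a set limit in every replicate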;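 note: luciferase carries N-glycosylation sites so blocking glycosylation raises the light; 0% = median of neutral control wells and 100% = median of 100 nM tunicamycin wells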
Vif imaging – HIV Vif self-association inhibitors, primary screen, imaging, HEK293T, single point | HEK293T cells, Vif self-association by quenched fluorescence, 24 h | AID 602346, 2012 | 0.35% of 340,000 active | inhibition, % at 7.49 µM; in the data active = inhibition above about 50%, passing the limit was not always enough; note: some results filed as inactive read as strong as hits
Numbers without * were called inactive; nt = not tested or not shown.

1: O=C(Nc1ccccc1C(=O)N/N=C/c1ccc(O)cc1)c1ccccc1
2: COC(=O)c1ccc(N2CCN(S(=O)(=O)c3ccc(C)cc3)CC2)c([N+](=O)[O-])c1
3: CCn1nccc1C(=O)Nc1nc2ccccc2n1CCN1CCCCC1
4: Cc1nc(-c2ccc([N+](=O)[O-])cc2)nc2[nH]ccc(=O)c12
5: Cc1ccc(NC2=NCCC2)cc1Cl
6: O=C(c1cc(COc2cccc(C(F)(F)F)c2)on1)N1CCC(c2ccncc2)CC1

entry no. | 1 | 2 | 3 | 4 | 5 | 6
MC4R ag barr | -0.4 | -1.0 | 0.5 | 0.5 | -1.4 | 3.3
HTR2A ag | 2 | -2 | -3 | 1 | 4 | 2
aDG glyco act | -0.1 | 1.0 | -0.1 | 0.2 | 0.6 | 5.3
CaV13 FRET inh | -4 | -4 | nt | -14 | -5 | nt
H9c2 protect | -26 | -30 | 21 | 2 | 6 | -13
MC4R antagonist | 13 | -1 | 3 | 15 | -4 | -7
PDI inh | 4 | -8 | 8 | 0 | 3 | 2
ABCB6 inh 2 | 95 | 93 | 96 | 97 | 103 | 95
N-glyco inh | -3 | 0 | -1 | -13 | 2 | -2
Vif imaging | -11 | 6 | nt | -4 | 13 | -28

5 compounds from above with just aDG glyco act, PDI inh and CaV13 FRET inh:
No.	mol	aDG glyco act	PDI inh	CaV13 FRET inh
1	O=C(Nc1ccccc1C(=O)N/N=C/c1ccc(O)cc1)c1ccccc1	-0.1	4	-4
4	Cc1nc(-c2ccc([N+](=O)[O-])cc2)nc2[nH]ccc(=O)c12	0.2	0	-14
3	CCn1nccc1C(=O)Nc1nc2ccccc2n1CCN1CCCCC1	-0.1	8	nt
2	COC(=O)c1ccc(N2CCN(S(=O)(=O)c3ccc(C)cc3)CC2)c([N+](=O)[O-])c1	1.0	-8	-4
6	O=C(c1cc(COc2cccc(C(F)(F)F)c2)on1)N1CCC(c2ccncc2)CC1	5.3	2	nt

Other results.
7: CN(C)c1cccc2c1c(NC(=O)Nc1ccccc1)nn2C
8: O=C(O)C1Cc2ccccc2CN1S(=O)(=O)/C=C/c1ccccc1 (stereo unspecified)
9: COc1ccccc1NS(=O)(=O)c1cc(NC(=O)CN2C(=O)NC3(CCCCC3)C2=O)ccc1C
10: CCOc1ccccc1NS(=O)(=O)c1ccc2c(c1)NC(=O)CCS2
11: N#CCC(=N)N1CCN(c2ccccc2Cl)CC1
12: CCCc1nc2ccccc2n1C(=S)SC

entry no. | 7 | 8 | 9 | 10 | 11 | 12
MC4R ag barr | -1.9 | -1.1 | -0.5 | 0.2 | -3.4 | -1.1
HTR2A ag | -2 | 1 | -1 | -3 | 1 | -5
aDG glyco act | 0.1 | 0.0 | -0.2 | -0.2 | 0.0 | -0.1
CaV13 FRET inh | -4 | -17 | -6 | -14 | nt | -2
H9c2 protect | 3 | 3 | 4 | 6 | 2 | 4
MC4R antagonist | -6 | 6 | 10 | 11 | 3 | 3
PDI inh | -2 | 1 | 1 | 2 | -1 | 0
ABCB6 inh 2 | 100 | 100 | 98 | 103 | 92 | 87
N-glyco inh | 1 | 1 | -2 | -1 | -1 | 1
Vif imaging | -2 | 5 | -1 | 0 | nt | -6

2 of these compounds, set out differently.
| item | mol | MC4R ag barr | HTR2A ag | aDG glyco act | CaV13 FRET inh | H9c2 protect | MC4R antagonist | PDI inh | ABCB6 inh 2 | N-glyco inh | Vif imaging |
| --- | --- | --- | --- | --- | --- | --- | --- | --- | --- | --- | --- |
| 9 | COc1ccccc1NS(=O)(=O)c1cc(NC(=O)CN2C(=O)NC3(CCCCC3)C2=O)ccc1C | -0.5 | -1 | -0.2 | -6 | 4 | 10 | 1 | 98 | -2 | -1 |
| 10 | CCOc1ccccc1NS(=O)(=O)c1ccc2c(c1)NC(=O)CCS2 | 0.2 | -3 | -0.2 | -14 | 6 | 11 | 2 | 103 | -1 | 0 |

More entries
13: CC(=O)NC(CC(=O)Nc1ccc(S(=O)(=O)N2CCOCC2)cc1)c1ccccc1 (stereo unspecified)
14: CCN1CCN(c2ncnc3c2cnn3-c2ccc(Cl)cc2)CC1
15: CC(=O)Nc1cc2c(cc1NC(=O)Cn1nc(-c3ccc4c(c3)OCCO4)ccc1=O)OCCO2
16: CCOC(=O)/C=c1\s/c(=C\c2c(OCC)ccc3ccccc23)c(=O)n1CC(=O)NCC1CCCO1 (stereo unspecified)
17: CC12CCC(C(=O)N(CC(O)CN3CCCCC3)C1=O)C2(C)C (stereo unspecified)
18: COc1ccc(C(CNC(=O)CN2C(=O)NC(C)(c3ccc4ccccc4c3)C2=O)N2CCCC2)cc1 (stereo unspecified)

entry no. | 13 | 14 | 15 | 16 | 17 | 18
MC4R ag barr | -2.5 | -0.5 | -0.3 | -1.3 | -1.5 | -0.5
HTR2A ag | 4 | -9 | 5 | -2 | 4 | -5
aDG glyco act | -0.2 | 0.0 | 0.3 | -0.2 | 0.0 | -0.3
CaV13 FRET inh | -2 | -6 | -5 | -10 | nt | -17
H9c2 protect | 2 | 2 | -2 | 8 | 2 | 12
MC4R antagonist | 7 | 10 | 3 | 12 | 9 | 0
PDI inh | 13 | 0 | -1 | 2 | 7 | -5
ABCB6 inh 2 | 100 | 94 | 109 | 96 | 96 | 101
N-glyco inh | 0 | -7 | 1 | 1 | -2 | -3
Vif imaging | -4 | 17 | -2 | -2 | 1 | -1

19: O=C1CC2C(CC(OC(=O)c3ccc(-c4ccccc4)cc3)C2CO)O1 (stereo unspecified)
20: COc1ccc(NC(=O)c2ccc3c(=O)n4c(nc3c2)CCCCC4)cc1
21: CCc1cccc2c(SC(C)C(=O)NCC3CCCO3)nc(-c3ccccc3)nc12 (stereo unspecified)
22: O=C(CSc1nnnn1-c1ccccc1)Nc1nsc(-c2ccccc2)n1
23: CCCN(C(=O)c1ccc(-n2cncn2)c([N+](=O)[O-])c1)C1CCS(=O)(=O)C1 (stereo unspecified)
24: CC(=O)NC1=NN(C(C)=O)C2(S1)C(=O)N(C(C)C)c1ccc(C)cc12 (stereo unspecified)

entry no. | 19 | 20 | 21 | 22 | 23 | 24
MC4R ag barr | -1.8 | -0.6 | -2.0 | -0.3 | 0.1 | -0.2
HTR2A ag | 0 | 5 | 0 | -1 | 4 | -1
aDG glyco act | -0.1 | -0.2 | 0.4 | -0.2 | -0.1 | -0.3
CaV13 FRET inh | nt | -3 | -12 | -9 | -6 | -5
H9c2 protect | 1 | 1 | -2 | 7 | 1 | -7
MC4R antagonist | 4 | 2 | 14 | 4 | 2 | -1
PDI inh | -12 | -2 | -4 | 1 | -6 | 3
ABCB6 inh 2 | 98 | 93 | 108 | 101 | 100 | 91
N-glyco inh | -1 | 0 | 0 | -3 | 3 | 3
Vif imaging | 3 | 1 | -1 | -1 | 4 | -4

Screening data: PubChem, several laboratories
